Screening data deposited in PubChem BioAssay by National Center for Advancing Translational Sciences (NCATS).
FBPA coupling cs: counter-screen for Giardia aldolase inhibitors: coupling enzyme system | AID 2472 | 290,000 tested, 0.67% active | coupling enzyme system counterscreen, AmpLite Red fluorescence | activity change, negative = inhibition, % at 58.2 µM, hits read low; in the data active = activity change below about -30%; note: % is set by controls: 0 for no effect and ±100 for the full control effect
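Fluorescence at 525 nm excitation and 598 nm emission measured inhibition of the coupled detection system without aldolase. Compounds (at 57.5 uM final) were preincubated 10 min at room temperature with coupling enzyme reagent before a 20 min substrate/AmpLite Red step.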
PKM2 act: activators of human pyruvate kinase M2 | P14618 | purified PKM2, Kinase-Glo ATP luminescence, activation; response scale: 0% is enzyme alone, no compound | Potency, µM (series often up to 57.5 µM), inactives show top-dose activation, actives largely listed as activators | 260,000 tested, 0.34% active | AID 1631; note: potency is the fitted concentration of half-maximal effect; % is set by controls: 0 for no effect and ±100 for the full control effect; nearly all actives have a fitted effect of over 55% in size
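Purified hPK-M2 (>95% pure) converted ADP (0.1 mM final) to ATP with 0.5 mM PEP in 50 mM imidazole pH7.2, KCl, MgCl2, Tween 20, BSA; 1 h at room temperature. ATP detected by Kinase-Glo luminescence.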
KCNH2 3.1 block: blocks the human KCNH2 3.1 channel isoform | U2OS KCNH2 3.1, thallium flux FluxOr; hits give low values | activity change, % (tested at about 1.8 µM) | 340,000 tested, 0.95% active | AID 720553;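 active = maximum activity change below -70%; inconclusive = maximum activity change from -70% to -50%; inactive = maximum activity change above -50%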;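 note: thallium influx rate constant from kinetic fluorescence after stimulation buffer; % is set by controls: 0 for no effect and ±100 for the full control effect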
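We transduce U2OS cells with the mutant 3.1 virus, culture them overnight, load FluxOr with Red40 quencher for 45 min, then add stimulation buffer and read kinetically for 2 min to derive a normalized rate constant.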
USP2a inh: inhibitors of human ubiquitin-specific protease USP2a; 330,000 tested, 0.01% active; AID 463254; USP2 core, Ub-CHOP2 coupled fluorogenic reporter, 485/531; Potency, µM (doses to about 38.3 µM), without a hit: top-dose activity change, negative = inhibition, most hits filed as inhibitors; O75604;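 note: potency is the fitted concentration of half-maximal effect; plate controls were DMSO wells for no effect and full inhibition by NEM control for full effect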
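Deubiquitinase activity read as fluorescence (485/531 nm) after Ub-CHOP2 cleavage activates the enterokinase reporter on its substrate; USP2 core 10nM, Ub-CHOP2 and substrate 25nM each, 30min compound preincubation then 60min RT; data normalized to NEM, curves fitted.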
MLL CXXC-DNA inh: blocks binding of human MLL CXXC domain to DNA. Q03164. MLL-CXXC / FITC-HOXA9 DNA fluorescence polarization. Potency, µM (highest dose often 115 µM), without a hit: at the highest dose activity change, negative = inhibition, usual class: inhibitors. 290,000 tested, 0.037% active; active = well fitted inhibition curve with a large enough effect in the polarisation, with a control signal flat, not every such curve was filed as active; inconclusive = small, poorly fitted or top-dose-only effect, or effect the other way, or a change in a side signal; inactive = no such curve, though single readings can be large or run the other way; the % refers to the polarisation; note: potency is the fitted concentration of half-maximal effect
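Steps: dispense CXXC domain solution (7 uM) → pin compounds or unlabeled HOX-A9 DNA control → 5 min ambient → add FLSN-HOX-A9 solution (50 nM) → spin → 30 min ambient → fluorescence polarization. Tris pH 7.5/NaCl/DTT/BSA buffer.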
KCNH2 WT inh: inhibitors of human wildtype KCNH2 potassium channel. AID 720551. Q12809. activity change, % at 1.84 µM. 340,000 tested, 0.37% active. U2OS, BacMam KCNH2, thallium flux FluxOr; hits give low values;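 active = maximum activity change below -70%; inconclusive = maximum activity change between -70% and -50%; inactive = maximum activity change above -50%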; note: % is set by controls: 0 for no effect and ±100 for the full control effect
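U2OS cells transduced with wild-type KCNH2 virus are loaded with FluxOr dye for 45 min, and thallium flux is measured in kinetic reads before and after stimulation buffer. Rate constants are normalized to DMSO controls.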
TRPV1 agonist: activates the human vanilloid receptor TRPV1 | AID 540275 | activation, % at 8.33 µM | TRPV1-expressing cells, Fluo-8 calcium influx, agonist mode | 320,000 tested, 0.19% active; in the data active = activation above about 80%; inconclusive = between about 30% and that limit; note: 0% is about no effect
Target sequence (Q8NER1 whole entry, looked up): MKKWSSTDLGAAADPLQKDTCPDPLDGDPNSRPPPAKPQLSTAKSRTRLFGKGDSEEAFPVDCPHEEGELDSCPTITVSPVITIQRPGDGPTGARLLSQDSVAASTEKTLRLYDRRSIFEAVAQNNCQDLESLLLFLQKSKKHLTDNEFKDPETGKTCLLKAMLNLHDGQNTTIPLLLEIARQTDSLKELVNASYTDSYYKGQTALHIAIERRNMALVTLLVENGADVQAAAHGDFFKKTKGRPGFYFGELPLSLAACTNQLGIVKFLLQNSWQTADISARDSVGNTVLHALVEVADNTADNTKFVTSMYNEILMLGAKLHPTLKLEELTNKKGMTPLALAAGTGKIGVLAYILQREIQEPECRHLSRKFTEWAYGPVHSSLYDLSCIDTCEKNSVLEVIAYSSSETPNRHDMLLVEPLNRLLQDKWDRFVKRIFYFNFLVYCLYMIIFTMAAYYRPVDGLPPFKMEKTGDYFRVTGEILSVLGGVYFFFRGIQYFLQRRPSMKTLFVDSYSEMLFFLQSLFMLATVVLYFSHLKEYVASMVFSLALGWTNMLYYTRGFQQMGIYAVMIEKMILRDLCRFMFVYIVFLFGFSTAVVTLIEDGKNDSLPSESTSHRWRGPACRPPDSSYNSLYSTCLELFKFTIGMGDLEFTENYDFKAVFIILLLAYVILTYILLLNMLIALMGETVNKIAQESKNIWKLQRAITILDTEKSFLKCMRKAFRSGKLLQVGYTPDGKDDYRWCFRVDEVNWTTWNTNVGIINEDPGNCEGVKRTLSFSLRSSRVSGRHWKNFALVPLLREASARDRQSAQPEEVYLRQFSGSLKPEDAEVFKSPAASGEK
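Cells expressing TRPV1 were dye-loaded with Fluo-8 and read kinetically: 10 s baseline, 3 min after compound (agonist portion), then 2 min after EC20 capsaicin (allosteric enhancer portion). Calcium-bound dye fluorescence at 480/520 nm.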
Menin-MLL TR inh: inhibitors of human menin-MLL interaction, mutant MLL peptide. AID 1768. Potency, µM (top dose mostly 61.6 µM), for the others: at the highest dose FP activity change, negative = inhibition, actives largely listed as inhibitors. O00255. Menin + Texas Red MLL mutant peptide, fluorescence polarization. 270,000 tested, 0.23% active; active = well fitted inhibition curve with a large enough effect in the polarisation, with a control signal flat, not every such curve was filed as active; inconclusive = small, poorly fitted or top-dose-only effect, or effect the other way, or a change in a side signal; inactive = no such curve, though single readings can be large or run the other way; the % refers to the polarisation; note: potency is the fitted concentration of half-maximal effect; % of control where 0% means no effect; many of its hits are not listed in these tables
Giardia killer: Giardia lamblia killing; Giardia lamblia trophozoite viability; activity change, % at 7.66 µM, hits read low; 340,000 tested, 0.15% active; in the data active = activity change below about -80%; inconclusive = between about -30% and that limit;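 note: parasites exposed to compound for two days anaerobically before the ATP read; % is set by controls: 0 for no effect and ±100 for the full control effect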
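Trophozoites 100 cells/well + cpd; 48 hrs, 37 deg C, anaerobic. ATPLite 1-Step added, 15-30 min RT, luminescence read (ATP-based viability).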
GALK inhibitor: blocks human galactokinase activity; P51570; Purified GALK, Kinase-Glo residual ATP luminescence; Potency, µM (series often up to 57.5 µM), without a hit: at the highest dose activity change, negative = inhibition, actives largely listed as inhibitors; 270,000 tested, 0.007% active; AID 1868; note: potency is the fitted concentration of half-maximal effect; % is set by controls: 0 for no effect and ±100 for the full control effect
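Kinase-Glo Plus luminescence measured ATP left after a 1 h room-temperature reaction. The reaction used 5 nM GALK, 100 uM galactose and 35 uM ATP at pH 8.0 (20 mM HEPES, 5 mM MgCl2, 60 mM NaCl, 1 mM DTT, 0.01% BSA).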
B2AR arrestin: recruits beta-arrestin to the human beta2-adrenergic receptor; Potency, µM (highest dose often 46.1 µM), for inactives: at the top dose activation, hits mostly activators; 330,000 tested, 0.02% active; P07550; beta-arrestin recruitment to beta2AR, cell-based reporter;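 note: potency is the fitted concentration of half-maximal effect; 0% = DMSO controls and full agonism = EC100 isoproterenol or metaproterenol; nearly all actives have a fitted effect of over 65% in size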
* hit, by the source's call; ? = inconclusive; . = no result given; [ ] = remark or other dose. Unless noted, calls come from the whole dose curve; as a rule, active = well fitted curve in the direction sought with a large enough effect; inconclusive = small, poorly fitted or top-dose-only effect, or another doubt; inactive = no such curve, though single readings can be large; an effect the other way counts as inactive or inconclusive.

SMILES	FBPA coupling cs	PKM2 act	KCNH2 3.1 block	USP2a inh	MLL CXXC-DNA inh	KCNH2 WT inh	TRPV1 agonist	Menin-MLL TR inh	Giardia killer	GALK inhibitor	B2AR arrestin
Cn1c(SCC(=O)c2ccc3c(c2)OCCO3)nnc1C(F)(F)F	1	14%	11	2%	32%[activator]	7	3	.	?	-1%	4.0%
Cc1ccc(C(C(=O)NC2CCCC2)N(Cc2cccs2)C(=O)CNC(=O)c2cccs2)o1 (stereo not given)	0	4%	-2	2%	-2%	-1	?	-9%	-12	-4%	-0.5%
CC(=O)[C@@H]1[C@@H]2C(=O)N(Cc3ccccc3)C(=O)[C@@H]2C2c3ccccc3C=CN21 (stereo not given in full)	-33*	22%	-15	1%	18%	1	6	-1%	4	-6%	-0.9%
Cn1c(N)c(C(=O)COC(=O)C2CCCN2C(=O)c2cccs2)c(=O)n(C)c1=O (stereo not given)	5	-16%	-1	2%	-7%	0	-5	-11%	0	2%	-0.1%
O=C(O)c1cc(-c2ccc(N3CCOCC3)cc2)nn1-c1ccc(F)cc1	7	-4%	0	5%	1%	-5	0	-1%	-9	1%	-1.0%
Cc1nnc(N/N=C/c2cccc(C(F)(F)F)c2)n1N	-10	.	-5	1%	13%	4	0	14%	-4	-2%	0.3%
CC(=O)OCCCNc1cc(Sc2ccc(C)cc2)c2nonc2c1[N+](=O)[O-]	-3	8%	.	5%	-2%	10	0	0%	-5	0%	0.2%
C#Cc1ccc(CN2CCCC(C(=O)Nc3ccccc3Oc3cccnc3)C2)cc1 (stereo not given)	.	.	-11	-2%	10%	4	13	.	8	-2%	0.0%
CCOC(=O)c1c(NC(=O)/C=C/C(=O)O)sc(C)c1-c1ccc(C(C)(C)C)cc1	14	-9%	-10	-11%	-4%	2	5	1%	-8	-12%	-0.2%
COc1cccc(NC(=O)Cn2c(=O)oc3cc(S(=O)(=O)N4CCCC4)ccc32)c1	0	3%	4	0%	-1%	-4	5	.	-14	.	0.9%
O=C1c2ccccc2NC(c2ccncc2)N1c1ccccn1 (stereo not given)	-8	7%	2	1%	4%	3	-2	5%	-7	-2%	0.3%
CCOC(=O)c1sc(=S)n(-c2ccccc2Cl)c1SC	-1	-11%	3	0%	37%[activator]	49	-8	-13%	7	5%	-0.8%
CCc1ccc(NC(=O)CSc2nc(=O)n3cc(C)ccc3n2)cc1	.	.	-10	0%	.	-10	-2	.	10	.	-2.0%
CCOC(=O)c1c(NC(=O)c2ccco2)sc(C(=O)N2CCCC2)c1C	4	-4%	9	3%	14%	-5	16	.	-15	0%	0.3%
C/C(=N\Nc1ccc([N+](=O)[O-])cc1)c1ccc(O)cc1	-11	-5%	-3	2%	11%	-15	5	?	-2	-1%	-0.1%
COc1ccc2oc(C(=O)OCC(=O)N(Cc3ccccc3)C(C)C)c(C)c2c1	.	.	8	1%	.	-10	4	.	13	.	-0.2%
O=C(Nc1cc2c3c(c1)CC(=O)N3CCC2)c1ccc(Cl)cc1	.	.	-8	1%	.	1	-4	.	0	.	-1.2%
O=C(O)C1CCN(C(=O)c2cccc3ccccc23)CC1	0	1%	17	0%	11%	5	0	-3%	11	-2%	-0.7%
CCn1cc(C(=O)O)c(=O)c2cc(F)c(N3CCN(C(=S)NC(=O)c4ccc(F)cc4)CC3)cc21	0	-4%	-5	-1%	-28%	-11	1	.	19	2%	-0.7%
O=C(CCc1nc2ccccc2c(=O)[nH]1)Nc1nc(-c2cccs2)cs1	.	.	-9	2%	.	0	2	.	-16	.	0.1%
CCCCN(C(=O)CCNC(=O)NC12CC3CC(CC(C3)C1)C2)c1c(N)n(CCC)c(=O)[nH]c1=O	.	.	-1	-1%	.	-7	7	.	-3	.	-0.5%
CCC(NC(=O)NCc1ccccc1)(C(F)(F)F)C(F)(F)F	0	-6%	20	3%	-6%	3	?	1%	-19	0%	-0.3%
COCCn1c(=NC(=O)CSC(C)=O)sc2cc(F)ccc21	4	9%	3	2%	-21%	3	0	1%	-3	2%	-0.5%
CCOC(=O)c1cnc2ccc(C(=O)OC)cc2c1Nc1ccc(C(=O)O)cc1	-2	-13%	-19	0%	0%	-8	2	-4%	-1	-4%	-0.2%
Cc1sc(NC(=O)CSc2nnc(-c3ccccc3)o2)c(C#N)c1C	-2	-1%	-10	0%	-5%	-1	0	-6%	-6	-2%	0.4%
COc1ccccc1CCNC(=O)c1ccccc1SCC(=O)N1CCCC1	.	.	-2	0%	.	-2	2	.	-9	.	0.5%
Cc1ccc2c(c1)N(S(=O)(=O)c1ccc3c(c1)NC(=O)CC(=O)N3)CCO2	1	2%	0	2%	.	-7	-2	-17%	-23	.	-0.1%
COc1ccc(NC(=O)N(C)C[C@H]2Oc3c(NC(=O)NC4CCCCC4)cccc3C(=O)N([C@H](C)CO)C[C@@H]2C)cc1	.	.	1	3%	.	7	.	.	11	.	-0.7%
COc1ccc(OC)c(-n2cc3c(=O)n(C)c(=O)n(C)c3c2)c1	-33*	11%	5	4%	-3%	-12	7	-18%	-9	7%	-0.2%
COc1ccccc1NC(=O)CC(NCCN(C)C)C(=O)O (stereo not given)	2	-4%	10	-2%	1%	-7	-3	7%	24	0%	-0.1%
COC(C[C@@H]1O[C@@H]1[C@@H](O)[C@@H](C)OCc1ccccc1)OC	3	-2%	5	-9%	-8%	1	-1	.	-6	1%	-0.5%
CC(=O)O/N=C(\N)c1ccc(-c2csnn2)cc1	1	4%	8	0%	1%	-1	8	.	16	10%	-1.0%
CCN(CC)c1ccc(-n2c(C)cc(C=O)c2C)cc1	-3	1%	6	3%	-7%	-8	?	-14%	30	2%	0.5%
Cn1c(COc2cccc3cccnc23)nnc1SCC(=O)O	-1	0%	17	0%	7%	.	0	0%	11	3%	-1.0%
CC(C)c1cc2c(c(O)c1O)[C@@]13CCCC(C)(C)C1CC2OC3=O (stereo not given in full)	-30*	9%	-2	3%	-3%	4	16	?	-2	.	-0.1%
O=C(CC1SC(=Nc2ccc3c(c2)OCCO3)NC1=O)Nc1ccc(F)cc1F (stereo not given)	1	-4%	2	0%	3%	-4	1	.	-7	8%	-0.2%
CCNC(=O)C(=O)NCC1OCCCN1S(=O)(=O)c1ccc(F)cc1C (stereo not given)	.	-18%	.	0%	2%	18	0	.	13	-4%	-0.3%
COc1ccc(OC)c(CN2CCCC(CCC(=O)N(C)CCc3ccccn3)C2)c1 (stereo not given)	-4	6%	-3	-6%	-5%	.	8	-14%	7	2%	-0.5%
COCCn1c(=O)[nH]c2cc(C(=O)NCCc3ccc(OC)c(OC)c3)ccc2c1=O	4	7%	?	2%	-3%	1	-1	4%	-6	-2%	3.6%
COc1ccc2oc(C)c(C(=O)Cn3ccnc3)c2c1	2	-9%	-5	1%	-1%	-8	7	-3%	14	-4%	-0.3%
Cc1ccc(-n2nc3c(c2NC(=O)c2ccc4c(c2)OCO4)CS(=O)(=O)C3)cc1	3	-1%	-6	-1%	9%	-3	-1	1%	-12	14%	-0.2%
Cc1ccccc1CSc1nc2ccccc2c(=O)[nH]1	3	-2%	31	-6%	2%	0	-1	-5%	5	1%	-0.6%
O=C(NNC(=S)NC(=O)c1cccs1)c1cccnc1	-9	1%	7	2%	-9%	-3	0	4%	-3	0%	0.2%
Cc1ccc(C2C(C#N)=C(N)SC(N)=C2C#N)o1	-25	9%	.	4%	50%[activator]	.	0	-9%	.	7%	-0.4%
CCOC(=O)c1nnc(-c2cccs2)nc1Oc1ccccc1C(=O)OC	1	22%	-12	2%	?	-9	-4	12%	9	4%	-0.2%
CC(NC(=O)C12CC3CC(CC(O)(C3)C1)C2)c1ccccc1 (stereo not given)	3	.	13	-1%	10%	-1	0	7%	-13	5%	0.2%
COCCn1c(SCC(=O)Nc2cccnc2Cl)nc2ccccc21	.	.	-8	-1%	.	0	.	.	-2	.	-1.6%
Cc1ccc(NC(=O)C2Cc3ccccc3CN2C(=O)c2ccccc2)cc1Cl (stereo not given)	-16	-1%	0	0%	-2%	5	?	-1%	1	.	0.3%
Cc1ccc(C(O)CSc2nnc(-c3ccc4ccccc4c3)n2C)cc1 (stereo not given)	2	-9%	13	2%	-1%	1	-2	.	4	7%	0.6%
CC(C)(C)OC(=O)C[C@H]1C/C=C\C[C@H](CC(=O)N(CCO)Cc2ccccc2)C(=O)N[C@@H](c2ccccc2)COC1=O	.	.	6	-5%	.	-8	.	.	?	.	-0.3%
COc1ccc(-c2nnc(SCC(=O)NC3CCCCC3)o2)cc1	1	.	6	2%	11%	5	4	.	6	-3%	-0.4%

Not all compounds are listed; rates above refer to the full screens.
